Lipid storage S3 = qHTS Assay for Lipid Storage Modulators in Drosophila S3 Cells; Potency in µM for hits, for the others lipid storage change, negative = inhibition, % at the top dose, mostly 46.1 µM; actives 0.64% (n = 320,000); Drosophila S3 cells, BODIPY lipid droplet fluorescence, 18-24 h; cells fed with added oleic acid; AID 2685, 2010; active = well fitted inhibition curve with a large enough effect in the signal ratio, with a control signal flat, not every such curve was filed as active; inconclusive = small, poorly fitted or top-dose-only effect, or effect the other way, or a change in a side signal; the % refers to the signal ratio
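Drosophila S3 cells loaded with oleic acid (400 uM, as added) and compounds at several concentrations; lipid droplets imaged by 488-nm laser-scanning cytometry, 500–530 nm intensity and object ratio to cell channel. Percent activity normalized to 20 uM Triacsin C.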
Lipid storage S3 cell count max = also measured in Lipid storage S3; calls as there; cell number change, %; measured here: cell count max response;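 cells counted by Cell Tracker Red CMTPX staining in the red channel; peak over a dose series mostly up to 46.1 µM; percent activity relative to internal control wells on each plate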
* marks the source's active call; other numbers are inactive results; i = inactive; ? = inconclusive; / = no result given. % is scaled to controls: 0 for no effect and ±100 for the full control effect; potency is read from the fitted curve at half-maximal effect. A portion of the library, so the mix of outcomes need not match the whole.

SMILES	Lipid storage S3	Lipid storage S3 cell count max
COc1ccc(S(=O)(=O)N(C)c2ccc(C(=O)NCc3ccccn3)cc2)cc1	?	/
CCn1nnnc1SCC(=O)N1CCCCC1	?	/
COc1ccc(-n2c(Cn3nnc4ccccc43)nnc2SCC(=O)O)cc1	?	/
CC(C)c1nnc(N2C(=O)c3oc4ccccc4c(=O)c3C2c2ccco2)s1 (stereo not given)	-3%	-20
CC(C)Oc1ccc(S(=O)(=O)N2CCOCC2)cc1NC(=O)C1CSC2(C)CCC(=O)N12 (stereo not given)	?	/
Cc1c(C(=O)Nc2nc(-c3ccccn3)cs2)oc2ccccc12	?	/
NC(=O)C1CCN(C(=O)COc2cccc3ccccc23)CC1	?	/
Cc1ccc(C(=S)NCS(=O)(=O)c2ccc(C)cc2)cc1	?	/
Cc1ccc2[nH]cc(CCNC(=O)c3ccco3)c2c1	?	/
CC(=O)Nc1ccc(S(=O)(=O)NCc2nc(-c3ccccc3Cl)no2)cc1	?	/
O=C(NCCN1CCOCC1)c1cc(Sc2cccc(Cl)c2)nc2ccccc12	2%	-1
Cc1ccc(C)c(NC(=O)CSc2nnc(-c3ccccc3)o2)c1	12%	/
COC(=O)c1ccc(COc2ccc(/C=N/Nc3nc(C)cc(=O)[nH]3)cc2)cc1	15%	4
CCOC(=O)c1[nH]c2ccc(C)cc2c1N	10%	-15
CCC(=O)OCC(=O)c1cc(C)n(-c2ccc(Br)cc2)c1C	?	/
CCC(CC)C(=O)NCCc1cc2ccc(C)cc2[nH]c1=O	21%	2
Cc1cc(=O)[nH]c(/N=C(\N)Nc2ccc(SC(F)F)cc2)n1	?	/
COc1ccc(CCNC(=O)CCCOc2cccc(C)c2C)cc1OC	6.5µM*	-24*
CCOCCCn1c(SCC(=O)NC2CCCC2)nc2ccccc2c1=O	-6%	6
CC(O)CNc1cc(N)c([N+](=O)[O-])cc1[N+](=O)[O-] (stereo not given)	-4%	/
CCC(CC)c1nnc(NC(=O)C2=NNC(=O)CC2)s1	-9%	8
COC(=O)c1cc(Br)c(=O)n(-c2ccc(C(C)=O)cc2)c1	?	/
CC1(C)O[C@@H]2[C@H](O1)[C@@H](COS(=O)(=O)O)O[C@H]2n1cnc2c(=O)[nH]cnc21	?	/
Cn1ccc(NS(=O)(=O)c2cc(Br)ccc2Br)n1	?	/
Cc1ccccc1C(=O)NC(CC(C)C)C(=O)NN1C(=O)c2ccccc2C1=O (stereo not given)	-2%	8
SMILES	Lipid storage S3	Lipid storage S3 cell count max
COc1ccccc1C(=O)N/C(=C\c1cn(C)c2ccccc12)C(=O)NCCCn1ccnc1	i	6
CCOC(=O)N1CCN(C(=O)c2cnn(-c3ccccc3)c2NC(=O)c2ccccc2F)CC1	4%	-8
CC(C)OCP(=O)(c1ccccc1)c1ccccc1	-24%	-22
CC(C)NC(=O)c1ccc(-n2c(=S)[nH]c3ccccc3c2=O)cc1	-18%	8
COC(=O)Nc1ccccc1C(=O)N1CCCCC1	?	/
COc1cc(CC(=O)Nc2nccs2)cc(OC)c1OC	?	/
CCOC(=O)c1c(C)[nH]c(C(=O)CSc2nccc(C)n2)c1C	?	/
Cc1ccccc1NC(=O)c1ccc(OCc2c(C)noc2C)cc1	11%	-13
Cc1ccc(NC(=O)C2CC(=O)N(c3ccc4c(c3)OCCO4)C2)nc1 (stereo not given)	?	/
CCCc1cc(=O)[nH]c2nnc(SCC(=O)Nc3cccc(NC(C)=O)c3)n12	?	/
CCc1ccc(NC(=O)N2CCCCCC2)cc1	18%	-14
Cc1nc(N)nc(-c2ccccc2O)n1	?	/
CCOCCOC(=O)c1ccc(NC(=O)C2COc3ccccc3O2)cc1 (stereo not given)	?	/
CC(=O)c1ccc(S(=O)(=O)NC2CC(=O)N(c3ccc(C)cc3)C2)cc1 (stereo not given)	?	/
COC(=O)c1nnn(-c2cc(Cl)cc(Cl)c2)c1C(=O)OC	1%	11
COc1ccccc1C(=O)OCc1ccc2sc(C)nc2c1	?	/
CN(C)S(=O)(=O)c1ccc(N2CCCC2)c(C(=O)Nc2nc3ccccc3s2)c1	?	/
COc1ccc(S(=O)(=O)N2CCCC2CNC(=O)C(=O)NCc2ccc3c(c2)OCO3)cc1 (stereo not given)	?	/
COc1ccc(OCCCC(=O)Nc2ccc3c(c2)OCCO3)cc1	i	/
CCCOc1ccc(C(=O)NCCO)cc1	19%	0
COc1ccc(/C=N/NC(=O)Cc2csc(Nc3cccc(C(F)(F)F)c3)n2)c(OC)c1	?	/
CCOc1ncccc1C(=O)NNC(=O)c1csc(N2CCOCC2)n1	?	/
CC(C)CN(C(=O)COC(=O)C12CC3CC(CC(Cl)(C3)C1)C2)c1c(N)n(Cc2ccccc2)c(=O)[nH]c1=O	?	/
COc1ccccc1-n1cnc2cc(NCc3cccs3)ccc21	?	/
O=C(Nc1ncn[nH]1)c1ccccc1O	-6%	/
SMILES	Lipid storage S3	Lipid storage S3 cell count max
O=C(CSCC(=O)c1ccccc1)Nc1ccccc1Cl	?	/
COc1nnc(-c2ccc(N3CCCCC3)c(NC(C)=O)c2)c2ccccc12	?	/
CC12CCC(=O)N1C(C(=O)Nc1cccc3ccccc13)CS2 (stereo not given)	?	/
CCOC(=O)C1C(=O)CC(C)(O)C(C(=O)OCC)C1c1ccc(N(CC)CC)cc1 (stereo not given)	-2%	3
CCN1CCN(c2cc(N3CCN(C(=O)c4ccco4)CC3)c3c4c(onc24)-c2ccccc2C3=O)CC1	?	/
C/C(=N\NC(=O)c1cc2c(s1)CCC(C)C2)c1ccncc1 (stereo not given)	?	/
CCc1cc(=O)oc2cc(C)cc(OCC(=O)N3CCC(C(=O)NC(C)C)(c4ccccc4)CC3)c12	?	/
CCOc1ccc(NS(=O)(=O)c2ccc(NC(=S)NC(=O)CC(C)C)cc2)cc1	?	/
Cc1c(-n2c(SCC(C)C)nc3ccccc3c2=O)c(=O)n(-c2ccccc2)n1C	?	/
COc1ccc(S(=O)(=O)N2CCOc3ccccc32)cc1	10%	8
COC(=O)c1cc2occc2n1CC(=O)Nc1ccc(OC)c(OC)c1OC	?	/
O=C(NCCCn1ccnc1)c1nc(Cn2cc([N+](=O)[O-])cn2)no1	?	/
N#Cc1nc(COc2ccc(-c3ccccc3)cc2)oc1NCc1cccnc1	?	/
Cc1ccc(NC(=S)NCCc2ccc(F)cc2)c(C)c1	-12%	7
CCN(CC)CCOC(=O)c1ccc(N/C=C(/C#N)c2nc(-c3ccc4c(c3)OCO4)cs2)cc1	?	/
CC1=Nc2cc(C(=O)NCCN3CCOCC3)ccc2Sc2c(C)ccc(C)c21	?	/
O=C(NCc1ccccc1)c1ccccc1-c1nc2ccccc2[nH]1	11%	-5
CC(=O)Nc1ccc(Nc2c([N+](=O)[O-])cc(S(C)(=O)=O)cc2[N+](=O)[O-])cc1	7%	7
Cc1c(Cl)cccc1NC(=O)c1ccc(OCC(=O)NCc2ccccc2)cc1	?	/
CCc1cccc2c(C(=O)CN3C(=O)N(C)C4(CCCCC4)C3=O)c[nH]c12	?	/
O=C(CSc1nnc(NC(=O)C2CCC2)s1)Nc1ccccc1Br	?	/
CCOC(=O)c1c[nH]c2c(Cl)c(Cl)ccc2c1=O	?	/
O=C(NCCCc1ccncc1)C1CCC(=O)N(Cc2cccc(F)c2)C1 (stereo not given)	?	/
CCN(CC)S(=O)(=O)c1cc(NC(=O)CN2CCN(c3ccccn3)CC2)ccc1C	?	/
N#CC1=C(N)Oc2cc(O)ccc2C1c1ccccc1 (stereo not given)	i	-15

2 successive entries already listed, quoted:
SMILES	Lipid storage S3	Lipid storage S3 cell count max
O=C(CSCC(=O)c1ccccc1)Nc1ccccc1Cl	?	/
COc1nnc(-c2ccc(N3CCCCC3)c(NC(C)=O)c2)c2ccccc12	?	/

(cont.)
SMILES	Lipid storage S3	Lipid storage S3 cell count max
Cc1ccc(N2C(=O)CSC2=S)cc1C	?	/
Cc1cccnc1NC(=O)CN1C(=O)c2ccccc2S1(=O)=O	?	/
CCN(CC)C(=O)c1ccccc1NC(=O)c1cccc(S(=O)(=O)N(CC)CC)c1	?	/
CC1(C)NC(=O)N(CCOc2ccc([N+](=O)[O-])cc2)C1=O	?	/
CC(=O)c1cccc(NC(=O)N2CCCC2C(=O)NCCC(C)C)c1 (stereo not given)	?	/
Cc1cc(Br)ccc1NC(=O)CN(C)C(=O)CCSc1ccc(F)cc1	?	/
CCOc1ccc(-n2cc(C(=O)c3cc(Cl)ccc3O)cc(C#N)c2=O)cc1	5%	-5
O=C(Cc1ccccc1[N+](=O)[O-])NCCc1ccc(F)cc1	-14%	16
O=c1[nH]cc(N=Cc2cc(Cl)cc(Cl)c2O)c(=O)[nH]1	15%	-19
COc1ccc(NC(=O)CC2C(=O)N(C)C(=S)N2Cc2ccco2)cc1 (stereo not given)	?	/
O=C(CCS(=O)(=O)c1ccccc1)Nc1ccc2c(c1)C(=O)NC2=O	?	/
C=C(C)Cn1c(SCC(=O)O)nnc1-c1ccc(C(C)(C)C)cc1	29µM*	-3.7*
CC(CN1CCOCC1)OC(=O)c1ccccc1Br (stereo not given)	i	10
CCCOc1ccc(CCc2n[nH]c(=S)n2Cc2ccccc2)cc1	?	/
O=C1CCCN1CCCNC(=S)Nc1ccc(F)c(Cl)c1	?	/
Cn1c(C(O)c2ccccc2F)nc(Cl)c1Cl (stereo not given)	?	/
N#C/C(=C\c1ccc([N+](=O)[O-])cc1)c1ccccn1	4%	21
COc1cc2cc(C(c3nnnn3C3CCCC3)N3CCCCC3)c(=O)[nH]c2cc1OC (stereo not given)	i	17
CCOC(=O)c1cnn(-c2ccccc2)c1NC(=O)CN1CCOCC1	11%	9
O=C(COC(=O)c1ccccc1-c1ccccc1[N+](=O)[O-])c1ccccc1	-6%	-26
Oc1ccccc1N1CCN(C(=S)NCc2ccccc2)CC1	?	/
O=C(/C=C/c1ccccc1)Nc1ccc(Br)cn1	?	/
Cc1ccccc1NC(=O)CSc1ccc(-c2cccnc2)nn1	2%	0
CCOC(=O)c1c(CC(C)C)csc1NC(C)=O	?	/
O=C(COC(=O)Cn1cnc2ccccc2c1=O)NCc1ccccc1	?	/
COCc1cc(C)nc(SCC(=O)Nc2nc(C)cs2)c1C#N	?	/
COc1ccccc1C1(CCNC(C)c2cccs2)CCOC(C(C)C)C1 (stereo not given)	1%	-10
CCOc1ccccc1NC(=O)C1C2C=CC(O2)C1C(=O)O (stereo not given)	i	17
CCOc1cc(/C=N/NC(=O)c2nnn(-c3nonc3N)c2C)ccc1OCc1cccc(F)c1	i	/

Among those listed so far, 16 contain an aryl methoxy group.
SMILES	Lipid storage S3	Lipid storage S3 cell count max
COc1ccc(S(=O)(=O)N(C)c2ccc(C(=O)NCc3ccccn3)cc2)cc1	?	/
COc1ccc(-n2c(Cn3nnc4ccccc43)nnc2SCC(=O)O)cc1	?	/
COc1ccc(CCNC(=O)CCCOc2cccc(C)c2C)cc1OC	6.5µM*	-24*
COc1ccccc1C(=O)N/C(=C\c1cn(C)c2ccccc12)C(=O)NCCCn1ccnc1	i	6
COc1cc(CC(=O)Nc2nccs2)cc(OC)c1OC	?	/
COc1ccccc1C(=O)OCc1ccc2sc(C)nc2c1	?	/
COc1ccc(S(=O)(=O)N2CCCC2CNC(=O)C(=O)NCc2ccc3c(c2)OCO3)cc1 (stereo not given)	?	/
COc1ccc(OCCCC(=O)Nc2ccc3c(c2)OCCO3)cc1	i	/
COc1ccc(/C=N/NC(=O)Cc2csc(Nc3cccc(C(F)(F)F)c3)n2)c(OC)c1	?	/
COc1ccccc1-n1cnc2cc(NCc3cccs3)ccc21	?	/
COc1nnc(-c2ccc(N3CCCCC3)c(NC(C)=O)c2)c2ccccc12	?	/
COc1ccc(S(=O)(=O)N2CCOc3ccccc32)cc1	10%	8
COC(=O)c1cc2occc2n1CC(=O)Nc1ccc(OC)c(OC)c1OC	?	/
COc1ccc(NC(=O)CC2C(=O)N(C)C(=S)N2Cc2ccco2)cc1 (stereo not given)	?	/
COc1cc2cc(C(c3nnnn3C3CCCC3)N3CCCCC3)c(=O)[nH]c2cc1OC (stereo not given)	i	17
COc1ccccc1C1(CCNC(C)c2cccs2)CCOC(C(C)C)C1 (stereo not given)	1%	-10

Screening data: PubChem, National Center for Advancing Translational Sciences (NCATS)
